proKLK7 act: activates the human kallikrein-7 zymogen. hit rate 0.9% among 370,000. purified proKLK7, EDANS-DABCYL substrate fluorescence; 100% is mature enzyme control, 0% vehicle. AID 652039. activation, % at 7 µM. P49862;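 active means activation above the mean of all tested compounds plus 3 SD, computed per campaign excluding outliers beyond control limits, cut at about 13% in these data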
DDE Tn7 FP inh: DD(E)-Tn7 binding inhibition, primary FP screen. hit rate 0.13% among 370,000. inhibition, % at 8.3 µM. FP displacement of FITC-Tn7 peptide from fibrin DD(E); 0% = median of compound wells per plate. AID 720508;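 active means inhibition above the mean of compounds falling within the control limits plus 3 SD of them, cut at about 14% in these data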;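 further: 0% = plate median of compound wells and 100% = 10 µM Aha-Tn7 peptide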
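Measure: % inhibition scaled between sample-field median and high-control FP; Test system: human fibrin DD(E); Quantity: 2 µM final DD(E) protein; Doses: one dose, 8.3 µM nominal; Schedule: compound with protein 10 min, then 3 h after probe, room temperature; Detection: fluorescence polarization; Medium: Tris buffer with calcium and detergent, pH 7.8.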
sPLA2-III inh: Inhibits HGIII-sPLA2 liposome hydrolysis, primary screen | Q9NZ20 | QFRET BODIPY PC-A2 liposome hydrolysis, fluorescence | inhibition, % at 12.2 µM | hit rate 0.56% among 370,000 | AID 743126;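 active means inhibition above mean plus 3 SD of compounds lying within the high and low control bounds, cut at about 19% in these data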;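 further: 0% = median of test compound wells and 100% = no enzyme DMSO wells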
UHRF1 MBD2 ctr: human UHRF1 methylated DNA binding inhibitors; AID 687016; inhibition, % at 4.4 µM; hit rate 0.75% among 370,000; UHRF1 binding to methylated oligo, TR-FRET; in the data active means inhibition above about 21%;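 further: UHRF1 SRA domain binding a hemimethylated CpG hairpin DNA probe; 0% = median of test compound wells and 100% = reference inhibitor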
Tn6 DDE FP: disrupts Tn6 cyclic peptide binding to fibrin D-Dimer-E complex; P02675; Fibrin DD(E) TRITC-Tn6 fluorescence polarization displacement; inhibition, % at 8.3 µM; hit rate 0.21% among 370,000;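 active means inhibition above a per-campaign cutoff: mean of compounds within control limits plus 3 SD, cut at about 15% in these data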;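 further: 0% = median of all compound wells on the plate and 100% = blocking peptide control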
ARFGAP1 inhibitor: inhibitors of rat ARFGAP1; Q62848; Arfgap1-stimulated ARF1 GTP hydrolysis, GDP FP detection; inhibition, % at 16.5 µM; hit rate 0.26% among 360,000; AID 651572;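 active means inhibition above a per-plate limit, mean inhibition of low control wells plus 3 SD, cut at about 25% in these data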;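 further: 0% = DMSO wells with enzyme and 100% = wells lacking Arfgap1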
Target sequence (Q62848 1-136 limits assumed): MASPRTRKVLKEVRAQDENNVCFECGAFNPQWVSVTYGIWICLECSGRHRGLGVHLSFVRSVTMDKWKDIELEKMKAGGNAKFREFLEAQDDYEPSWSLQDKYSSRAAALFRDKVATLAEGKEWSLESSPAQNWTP
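Assay system: purified rat His6-Arfgap1 residues 1-136 (GAP domain); Reagent: human Δ17 ARF1 bound to GTP; Dosing: 16.5 µM single point, 1.26% DMSO; Times: GTP hydrolysis reaction 2 h at 25 °C; Signal: FP, GDP Alexa 633 tracer displaced from anti-GDP antibody, 620/688 nm; Measure: % inhibition from polarization.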
PLC-gamma1 inh: PLC-gamma1 (human) inhibition, primary screen; P19174; purified PLC-gamma1, fluorogenic substrate, fluorescence; inhibition, % at 12.2 µM; hit rate 0.84% among 370,000; in the data active means inhibition above about 9.5%
ASAP1 GAP inh: blocks human ASAP1-stimulated Arf1 GTP hydrolysis; Q9ULH1; GDP FP detection; inhibition, % at 16.5 µM; hit rate 0.19% among 360,000; AID 624377; in the data active means inhibition above about 25%;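 further: 0% = vehicle with enzyme and substrate and 100% = no enzyme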
PLCb3 inh: inhibitors of human phospholipase C beta3. Q01970. Purified PLC-beta3, fluorogenic substrate, fluorescence. inhibition, % at 12.2 µM. hit rate 0.18% among 370,000. AID 720704; in the data active means inhibition above about 11%;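 further: 0% = median of compound wells on plate and 100% = full blocker control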
Rev-erbA mod: Rev-erb alpha (human) modulation | AID 1259318 | activity, % at 10 µM | P20393 | hit rate 0.79% among 370,000 | Rev-erbα–FITC-DNA binding, fluorescence polarization, 90 min;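 active means activity above about 14%, limit read from the data; passing the limit was not always enough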;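 further: 0% = DMSO wells with 35 nM protein and 100% = DMSO wells with 750 nM protein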
Target sequence (P20393 whole entry, looked up): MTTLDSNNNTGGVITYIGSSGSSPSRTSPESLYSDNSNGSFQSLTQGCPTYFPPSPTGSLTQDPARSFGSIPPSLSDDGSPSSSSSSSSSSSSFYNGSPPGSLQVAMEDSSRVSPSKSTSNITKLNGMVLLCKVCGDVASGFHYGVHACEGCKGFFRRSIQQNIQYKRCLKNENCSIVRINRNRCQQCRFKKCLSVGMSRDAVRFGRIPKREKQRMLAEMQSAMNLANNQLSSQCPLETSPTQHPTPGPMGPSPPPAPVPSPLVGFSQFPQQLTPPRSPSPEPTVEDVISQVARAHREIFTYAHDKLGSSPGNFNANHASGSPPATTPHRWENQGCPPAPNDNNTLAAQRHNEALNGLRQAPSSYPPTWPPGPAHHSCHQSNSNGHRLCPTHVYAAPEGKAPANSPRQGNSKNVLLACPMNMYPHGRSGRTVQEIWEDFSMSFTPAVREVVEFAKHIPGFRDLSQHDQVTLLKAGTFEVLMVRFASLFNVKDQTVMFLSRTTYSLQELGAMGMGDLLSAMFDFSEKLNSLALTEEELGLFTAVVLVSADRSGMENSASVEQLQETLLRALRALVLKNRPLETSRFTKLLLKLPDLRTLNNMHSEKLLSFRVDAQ
The depositor's hits bear a star; i = inactive; · = not tested or not shown.

SMILES	proKLK7 act	DDE Tn7 FP inh	sPLA2-III inh	UHRF1 MBD2 ctr	Tn6 DDE FP	ARFGAP1 inhibitor	PLC-gamma1 inh	ASAP1 GAP inh	PLCb3 inh	Rev-erbA mod
COC(=O)C1=C(C)N(Cc2ccccc2C(F)(F)F)C(=NCC2CC2)NC1c1cccc(Cl)c1 (stereo not given)	0.9	4	-5	0	2	-11	3	17	3	-7
Cc1nn(C)cc1C1C(C#N)=C(N)N(c2cccnc2)C2=C1C(=O)CCC2 (stereo not given)	-1.2	4	13	-9	1	0	-24	9	-22	-1
CC1(C)CC(=O)C(C=NCCc2ccc(S(N)(=O)=O)cc2)=C(O)C1	-0.1	-1	-4	1	3	11	0	-10	4	-2
CN1CCN(c2ccc(NC(=S)NC(=O)c3cccc4c(Br)cccc34)cc2)CC1	-0.2	2	6	0	5	5	1	2	-10	5
CCCCN(CC)CCCNC(=O)C1CCN(c2ncnc3c2sc2cccc(F)c23)CC1	0.2	-12	-4	2	6	-10	-69	9	-89	7
CCOC(=O)c1cccc(NC(=O)/C=C/c2ccc([N+](=O)[O-])cc2)c1	-0.4	5	9	3	3	-4	1	0	1	7
COc1ccc(NS(=O)(=O)c2ccc3c(c2)Cc2ccccc2-3)cn1	0.9	-1	-43	-2	-2	4	1	10	-2	-4
COc1ccc(C2C(C)C(=O)C(C)C(c3ccc(OC)cc3)N2N=O)cc1 (stereo not given)	2.1	-3	-2	-1	-7	-6	-40	-8	-51	6
C[C@@]12C(=O)N(c3ccccc3)C(=O)N1[C@@H]1c3ccccc3OC[C@@H]1[C@H]2c1ccccc1	0.0	-3	1	1	8	3	4	1	1	-1
O=C(COC(=O)Cc1ccc(S(=O)(=O)N2CCOCC2)s1)Nc1ccc(F)cc1F	0.1	3	-27	2	9	2	-9	-2	-16	2
CCCC(=O)Nc1ccc2c(c1)nc(CCNC(=O)c1ccco1)n2C	-0.4	5	10	0	0	-1	-1	-27	-10	6
N#Cc1c2nc3ccccc3nc2n2cc(NC(=O)c3ccc(F)cc3)ccc12	-12	0	-14	-5	1	16	-490	0	i	1
Cc1ccccc1C1=N/C(=C/c2cccs2)C(=O)O1	-0.4	-9	0	4	10	-11	-2	9	0	0
c1ccc(C2CC(c3cccs3)n3nnnc3N2)cc1 (stereo not given)	0.7	9	-1	8	4	11	-2	2	-3	3
O=C(CCCN1C(=O)/C(=C\c2cccc(Br)c2)SC1=S)Nc1cccnc1	-0.5	0	-8	-2	6	-12	-1	-9	2	-2
CCc1cccc(CC)c1NC(=O)C(CC)Sc1nc2ccsc2c(=O)n1CCC(=O)O (stereo not given)	0.4	-4	-6	1	2	-20	-1	-5	0	-1
O=C(O)Cc1nc2nc3c(c(=O)n2[nH]1)CCCC3	-0.5	-5	0	-3	-6	9	3	-3	-1	2
COc1ccccc1CCNC(=O)c1ccc(NC(=O)CC2SC(N3CCCC3)=NC2=O)cc1 (stereo not given)	0.8	0	-15	-1	3	-8	-1	-5	-1	-2
Cc1cccc(NC(=O)c2cc(=O)c3ccccc3o2)n1	-0.8	1	3	-3	7	2	0	-4	2	1
CC1(C(=O)NCCc2c[nH]c3ccccc23)CCN1Cc1ccccc1OC(F)F (stereo not given)	0.6	-1	-91	0	-2	0	1	4	-3	5

The closing 2 records of the part before come first, to join the parts:
SMILES	proKLK7 act	DDE Tn7 FP inh	sPLA2-III inh	UHRF1 MBD2 ctr	Tn6 DDE FP	ARFGAP1 inhibitor	PLC-gamma1 inh	ASAP1 GAP inh	PLCb3 inh	Rev-erbA mod
Cc1cccc(NC(=O)c2cc(=O)c3ccccc3o2)n1	-0.8	1	3	-3	7	2	0	-4	2	1
CC1(C(=O)NCCc2c[nH]c3ccccc23)CCN1Cc1ccccc1OC(F)F (stereo not given)	0.6	-1	-91	0	-2	0	1	4	-3	5
CN(C)C(=O)C1C2NC(=S)N(c3ccc(Cl)cc3)C1(C)Oc1ccc(Cl)cc12 (stereo not given)	0.5	-6	5	-2	7	-3	4	2	-6	4
CCc1ccc(-c2nn(-c3cc(Cl)ccc3[N+](=O)[O-])c(=O)c3ccccc23)cc1	0.2	-4	-5	0	-3	7	-2	5	1	1
O=C(Nc1ccc(F)cc1)Nc1nc2ncccn2c1-c1ccc(F)cc1	12	-6	4	-4	9	·	-303	·	-369	2
CC(=O)[C@@]1(O)[C@H](C)CC2C3CC=C4CC(OP(=O)(O)O)CC[C@]4(C)C3CC[C@@]21C (stereo not given in full)	-0.7	2	7	1	4	9	6	-3	-1	0
CCCCCCc1ccc(N2C[C@H](Cc3ccccc3)[C@@H](CC(=O)NCc3ccc(OC)cc3)C2=O)cc1	-0.1	0	10	6	-7	-1	1	1	-4	1
O=C(NCc1ccc(Cl)cc1)c1ccc(Cl)cc1[N+](=O)[O-]	-0.3	-3	1	2	4	-1	0	3	0	3
c1nc(NC[C@@H]2CCCO2)c2cc(-c3ccc4c(c3)OCO4)ccc2n1	·	2	4	1	-14	·	-113	·	-169	-3
O=C(CNC(=O)C12CC3CC(CC(C3)C1)C2)N1CCCC(C(F)(F)F)C1 (stereo not given)	0.6	-2	3	0	9	-6	0	-8	0	-1
CC1CCN(S(=O)(=O)c2cccc(C(=O)Nc3ccccc3)c2)CC1	-0.7	5	-9	-4	-2	5	0	1	0	1
Cc1ccc(-c2cc(C(=O)N3CC4(C)CC3CC(C)(C)C4)no2)cc1 (stereo not given)	0.5	0	4	-3	4	11	3	8	-8	-1
CCOC(=O)CSc1cc(C)c(C#N)c2nc3ccccc3n12	1.3	-2	-7	-4	3	-5	-39	9	-39	-2
CCOC(=O)c1nc(-c2ccccc2)oc1N1CCOCC1	1.3	9	0	-4	5	-7	-15	5	-20	-4
COc1ccccc1CNc1nc2cc(-c3sccc3C)sc2c(=O)n1C	-1.1	-5	-1	1	0	12	-7	12	-11	29*
Cc1ccc(S(=O)(=O)CC(=O)Nc2cc(C)on2)cc1	-0.7	-2	9	4	-9	21	-1	10	-6	0
COC(=O)c1ccc(COc2cccc3c2CCN(Cc2cccc(C)c2)C3=O)o1	0.1	0	-17	0	-3	-11	-2	-15	-2	1
CCC(C)N1C(=S)SC(C)(C)C1N(O)C(=O)NC1CCCCC1 (stereo not given)	0.2	12	0	0	1	3	1	-3	-9	-9
COc1cc(/C=C2\SC(=Nc3ccccc3OC)NC2=O)ccc1O	-1.0	2	-28	2	1	3	-58	-9	-93	9
COCCCNC(=S)N(Cc1ccccc1)Cc1ccccc1	0.0	-4	3	-2	-1	-10	0	5	1	-7
O=C1CSC(c2cccnc2)N1c1ccc(F)cc1 (stereo not given)	0.3	0	3	2	2	13	1	13	3	-2
Cc1ccc(NC(=O)CSc2nnc(-c3ccncc3)s2)cc1	-0.2	3	-1	1	-7	-7	-4	-10	-5	5
CN(C)CCCNc1ccc(-c2nn(C)c(=O)c3ccccc23)cc1[N+](=O)[O-]	-0.3	3	2	-14	1	7	5	0	-1	11
O=C(c1cc(-c2ccco2)on1)N1CCOCC1	0.6	0	2	-3	5	8	0	-1	1	1
COc1ccc(C2C(CC(=O)O)=C(O)C(=O)N2c2ccccc2)cc1 (stereo not given)	0.3	1	6	-4	-5	0	-7	-20	-9	-2
CC(C)Oc1ccc(/C=N/NC(=O)c2nnn(-c3nonc3N)c2CN(C)c2ccccc2)cc1	-0.2	0	-10	-2	6	1	-4	2	-6	3
CCOP(=O)(OCC)C(C#N)=C1SCN(c2ccccc2)CS1	0.1	4	-2	-1	3	-3	1	-3	2	-5
COc1ccc(NC(=O)c2onc(C)c2Cl)cc1OC	-0.1	2	14	6	4	16	4	3	-1	-1

Structural class, the compounds so far with two or more sulfur atoms
SMILES	proKLK7 act	DDE Tn7 FP inh	sPLA2-III inh	UHRF1 MBD2 ctr	Tn6 DDE FP	ARFGAP1 inhibitor	PLC-gamma1 inh	ASAP1 GAP inh	PLCb3 inh	Rev-erbA mod
O=C(COC(=O)Cc1ccc(S(=O)(=O)N2CCOCC2)s1)Nc1ccc(F)cc1F	0.1	3	-27	2	9	2	-9	-2	-16	2
O=C(CCCN1C(=O)/C(=C\c2cccc(Br)c2)SC1=S)Nc1cccnc1	-0.5	0	-8	-2	6	-12	-1	-9	2	-2
CCc1cccc(CC)c1NC(=O)C(CC)Sc1nc2ccsc2c(=O)n1CCC(=O)O (stereo not given)	0.4	-4	-6	1	2	-20	-1	-5	0	-1
COc1ccccc1CNc1nc2cc(-c3sccc3C)sc2c(=O)n1C	-1.1	-5	-1	1	0	12	-7	12	-11	29*
CCC(C)N1C(=S)SC(C)(C)C1N(O)C(=O)NC1CCCCC1 (stereo not given)	0.2	12	0	0	1	3	1	-3	-9	-9
Cc1ccc(NC(=O)CSc2nnc(-c3ccncc3)s2)cc1	-0.2	3	-1	1	-7	-7	-4	-10	-5	5
CCOP(=O)(OCC)C(C#N)=C1SCN(c2ccccc2)CS1	0.1	4	-2	-1	3	-3	1	-3	2	-5

Screens: PubChem BioAssay, several laboratories

An unsorted share of the library, and some 4.5% of all compounds hit somewhere here.
